GALK inhibitor = qHTS Assay for Inhibitors of Human Galactokinase (GALK): NCGC Sytravon Library Screen. P51570. recombinant GALK, Kinase-Glo ATP luminescence, 1 h. Potency, µM (doses to about 57.5 µM), inactives show at the top dose activity, negative = inhibition, actives largely listed as inhibitors. 44,000 tested, under 10 active;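 also: plate controls were full GALK reaction for no effect and reaction lacking GALK for full effect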
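Luminescent ATP-depletion readout (Kinase-Glo Plus) after 1 h room-temperature incubation of human GALK (5 nM) with galactose 100 µM and ATP 35 µM, pH 8.0 HEPES/Mg2+ buffer; compounds tested in qHTS format.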
FH mod = Identification of activators of human fumarate hydratase by quantitative high-throughput screening; Fumarate hydratase, mitochondrial (Homo sapiens), P07954; FH coupled MDH/diaphorase resazurin fluorescence, 15 min; Potency, µM (doses to about 79.9 µM), inactives show at the top dose activity change, negative = inhibition, usual class: inhibitors; actives 0.22% (n = 54,000); AID 1347055, 2019; also: potency is read from the fitted curve at half-maximal effect; % is scaled to controls: 0 for no effect and ±100 for the full control effect; the screen sought activators but most active calls are inhibition curves; nearly all actives have a fitted effect of over 45% in size
Target sequence (P07954 whole entry, looked up): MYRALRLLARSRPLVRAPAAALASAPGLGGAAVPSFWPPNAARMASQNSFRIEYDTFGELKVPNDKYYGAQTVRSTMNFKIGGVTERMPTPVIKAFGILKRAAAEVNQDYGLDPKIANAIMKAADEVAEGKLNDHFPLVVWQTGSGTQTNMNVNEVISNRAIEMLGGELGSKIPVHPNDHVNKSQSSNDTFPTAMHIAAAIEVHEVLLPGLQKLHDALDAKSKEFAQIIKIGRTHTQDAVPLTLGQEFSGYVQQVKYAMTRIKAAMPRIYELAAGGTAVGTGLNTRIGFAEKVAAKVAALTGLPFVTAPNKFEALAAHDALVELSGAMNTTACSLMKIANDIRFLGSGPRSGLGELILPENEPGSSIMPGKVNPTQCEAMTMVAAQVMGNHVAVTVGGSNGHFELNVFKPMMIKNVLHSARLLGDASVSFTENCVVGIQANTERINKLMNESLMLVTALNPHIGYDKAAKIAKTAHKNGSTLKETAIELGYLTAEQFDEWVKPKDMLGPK
p53null 32C kill = qHTS Screen for Compounds that Selectively Target Cancer Cells with p53 Mutations: Cytotoxicity of p53 Null Cells at the Permissive Temperature. actives 0.62% (n = 55,000). H1299-neo p53 null cells, ATP luminescence, 24 h, 32C. Potency, µM (top dose mostly 46.1 µM), inactives show at the highest dose activity change, negative = cytotoxicity, most hits filed as cytotoxic;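 also: potency is read from the fitted curve at half-maximal effect; 0% = DMSO only and -100% = full killing by 100 µM tamoxifen; nearly all actives have a fitted effect of over 55% in size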
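We seeded p53-null H1299-neo cells, incubated them overnight at 37C, and added compounds across a range up to 46 uM. After 24 hours at 32C, ATP reagent was applied for 20 min at room temperature and luminescence recorded.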
B2AR arrestin ag = qHTS assay of beta-arrestin-biased ligands of beta2-adrenergic receptor: NCGC Sytravon Library Screen; Beta-2 adrenergic receptor (Homo sapiens), P07550; HTLA Tango cells, beta-arrestin recruitment, luciferase luminescence, 18 h; Potency, µM (highest dose often 46.1 µM), for the others: at the top dose activation, most hits filed as activators; 44,000 tested, under 10 active;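 also: potency is read from the fitted curve at half-maximal effect; 0% = DMSO and full agonism = EC100 isoproterenol or metaproterenol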
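Tango cells expressing recombinant beta2-AR and beta-arrestin were treated with compounds (up to 46 microM titration) in DMEM with 1% FBS for 18 hr at 37 degrees C. Beta-arrestin recruitment drove tTA-dependent luciferase, read by luminescence; curves were fitted and classed.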
NTMT1 inhibitor = Primary qHTS for Inhibitors of N-terminal methyltransferase 1 (NTMT1): MTaseGlo Assay. N-terminal Xaa-Pro-Lys N-methyltransferase 1 (Homo sapiens), Q9BV86. NTMT1 MTase-Glo SAH luminescence, purified enzyme. Potency, µM (top dose mostly 114 µM), inactives show at the highest dose activity change, negative = inhibition, hits mostly inhibitors. actives 2.5% (n = 59,000). AID 1645870, 2021;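 also: potency is read from the fitted curve at half-maximal effect; plate controls were DMSO vehicle for no effect and no enzyme for full effect; nearly all actives have a fitted effect of over 65% in size; many of its hits are not listed in these tables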
TSG101-PTAP inh = qHTS Validation Assay for Inhibitors of HIV-1 Budding by Blocking the Interaction of PTAP/TSG101: Sytravon Library Screen. 44,000 tested, under 10 active. Fluorescence polarization, FITC-PTAP peptide/Tsg101, 20 min. Tumor susceptibility gene 101 protein (Homo sapiens), Q99816. AID 1347069, 2019. Potency, µM (highest dose often 115 µM), without a hit: at the top dose activity change, negative = inhibition, actives largely listed as inhibitors; also: potency is read from the fitted curve at half-maximal effect; 0% is about no effect
Target sequence (Q99816 whole entry, looked up): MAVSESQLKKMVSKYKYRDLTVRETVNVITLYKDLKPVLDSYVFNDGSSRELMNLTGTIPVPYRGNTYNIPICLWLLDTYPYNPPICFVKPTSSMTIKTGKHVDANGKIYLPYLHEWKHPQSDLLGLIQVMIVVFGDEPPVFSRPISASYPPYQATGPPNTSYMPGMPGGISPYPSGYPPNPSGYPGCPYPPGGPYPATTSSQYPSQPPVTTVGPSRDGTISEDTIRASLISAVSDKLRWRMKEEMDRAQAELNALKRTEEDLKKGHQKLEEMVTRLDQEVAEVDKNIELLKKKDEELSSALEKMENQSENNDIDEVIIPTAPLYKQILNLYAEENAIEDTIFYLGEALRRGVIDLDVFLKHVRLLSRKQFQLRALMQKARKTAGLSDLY
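Fluorescence polarization: Tsg101 binding domain (10 uM final) in 10 mM HEPES pH 7.5, 0.15 M NaCl, 0.01% Tween 20, 3 mM EDTA, 0.1 mM TCEP; compounds pinned; FITC-PTAP peptide 50 nM final; 20 min, r.t.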
p53null 39C tox = qHTS Screen for Compounds that Selectively Target Cancer Cells with p53 Mutations: Cytotoxicity of p53 Null Cells at the Nonpermissive Temperature | H1299 p53-null (neo) cells, 39C, ATPlite viability, 24 h | Potency, µM (series often up to 46.1 µM), for inactives: at the highest dose activity, negative = cell killing, usual class: cytotoxic | actives 0.97% (n = 55,000) | AID 904, 2007;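 also: potency is read from the fitted curve at half-maximal effect; 0% = DMSO only and -100% = full killing by 100 µM tamoxifen; nearly all actives have a fitted effect of over 50% in size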
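ATP-luminescence viability readout (ATPlite, 20 min RT) after 24 hr compound treatment at 39C of H1299-neo or H1299-p53A138V cells; titration up to 46 uM; normalized to DMSO and 100 uM tamoxifen; Hill-fit AC50.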
* hit, by the source's call; u = inconclusive; x = not tested or not shown; [ ] = another dose, or the depositor's remark. Calls follow the shape of the dose curve; as a rule, active = well fitted curve in the direction sought with a large enough effect; inconclusive = small, poorly fitted or top-dose-only effect, or another doubt; inactive = no such curve, though single readings can be large; an effect the other way counts as inactive or inconclusive. An excerpt (hit frequency here may not be typical).

SMILES	TSG101-PTAP inh	GALK inhibitor	B2AR arrestin ag	NTMT1 inhibitor	p53null 39C tox	FH mod	p53null 32C kill
CC(=O)c1ccc(NC(=O)CSc2nnc(NC(=O)Nc3ccccc3)s2)cc1	-2%	-10%	-4%	-7%	-6%	12%	-25%
COc1ccc(Cn2c(CCC(=O)Nc3ccccc3OC)nc3cccnc32)cc1	-12%	0%	0%	u	9%	-12%	-12%
CN(C(=O)c1oc(=O)c2ccccc2c1-c1ccccc1)c1cccc(Cl)c1	-1%	-2%	0%	-21%	19%	-15%	32%[activator]
O=C(c1noc2c1CCCCC2)N1CCN(c2cccc(Cl)c2)CC1	-3%	0%	-1%	12%	-13%	-22%	9%
COc1ccc2oc(-c3ccc(C)c(NC(=O)c4ccc(N5CCCCC5)c([N+](=O)[O-])c4)c3)nc2c1	-2%	u	0%	9%	-24%	-4%	-8%
COc1cccc2c1Oc1ncccc1N(C(=O)CCC(=O)NCc1ccc(OC(C)C)cc1)C2	0%	-4%	0%	-1%	-3%	9%	4%
CCOc1ccc(OCCOCCn2c(-c3ccc(Cl)cc3)nc3ccccc3c2=O)cc1	0%	0%	-2%	20%	3%	-1%	-11%
Clc1ccccc1N1CCN(Cc2nnc(-c3ccccc3)o2)CC1	-3%	-9%	0%	x	1%	x	-6%
CC(C)COc1ccc(C(=O)Nc2onc3c2CCCC3)cc1	-3%	4%	1%	-3%	13µM*	-30%	u
Cc1ccc2oc(=O)n(CCNC(=O)Nc3ccccc3Cl)c2c1	0%	2%	-3%	-6%	3%	-7%	-1%
COC(=O)CS(=O)(=O)c1nc2ccccc2nc1N1CCCCC1	1%	4%	0%	-1%	32%[activator]	-4%	13%
COc1ccc2c(c1)CC(C(=O)NCCCN1CCN(c3cccc(Cl)c3)CC1)CO2 (stereo unspecified)	-3%	-2%	0%	-11%	5%	2%	0%
O=C(NCCSc1c(-c2ccc(Br)cc2)[nH]c2ccccc12)c1ccc(S(=O)(=O)N2CCOCC2)cc1	0%	5%	1%	17%	-7%	-12%	11%
Cc1ccc(CNC(=O)CSc2nc3ccccc3nc2Cc2ccc(C)cc2)cc1	2%	1%	0%	16%	-4%	0%	2%
O=C(CSC1=Nc2ccccc2N=C(c2ccc(F)cc2)C1)Nc1ccc(Cl)cc1	1%	-2%	-1%	9%	-18%	-22%	-7%
COc1ccc(OC)c(NC(=O)c2sc3nc4c(cc3c2N)CCCCCC4)c1	2%	-2%	0%	10%	u	-11%	u
Cc1cc(C)c(NC(=O)CSc2nc(-c3ccc(F)cc3)nc3c2Cc2c(CO)cnc(C)c2O3)c(C)c1	4%	2%	-1%	-20%	-10%	5%	-5%
COc1cc(NC(=O)c2sc3nc4n(c(=O)c3c2C)CCCCC4)cc(OC)c1OC	-1%	-12%	0%	u	-5%	-14%	3%
CCOc1ccccc1CNC(=O)c1cnn(-c2ccc(C)cc2)c1-n1cccc1	7%	0%	0%	x	83%[activator]	x	15%
CC(C)CN(CC(C)C)S(=O)(=O)c1ccc(C(=O)Nc2sc3c(c2C(N)=O)CCN(C(C)C)C3)cc1	95%[activator]	0%	4%	8%	0%	-8%	1%
CN(C)c1ccc(CNC(=O)C2COc3ccccc3C2)cc1 (stereo unspecified)	-1%	-7%	0%	-2%	-3%	-10%	-8%
Cc1ccccc1C(=O)Nc1sc2c(c1C(=O)N1CCCCC1)CCC(C(C)(C)C)C2 (stereo unspecified)	2%	3%	1%	11%	37%[activator]	-27%	1%
Cc1cccc(NC(=O)C2CCCN(S(=O)(=O)c3ccc4c(c3)CCCC(=O)N4)C2)c1 (stereo unspecified)	-5%	1%	-1%	0%	13%	-11%	-1%
CCOc1nc(NC(=O)NS(=O)(=O)Oc2cccc(F)c2)nc(-c2ccccc2)n1	-3%	-2%	-2%	-18%	u	-11%	-10%
CCn1c(=N)c(C(=O)NCc2ccccc2)cc2c(=O)n3cccc(C)c3nc21	-10%	3%	-2%	-1%	-2%	4%	-1%
COc1ccc(Cl)cc1NC(=O)Cn1c2ncccc2c(=O)n1-c1ccc(C)c(C)c1	-2%	-1%	-1%	0%	-9%	5%	-8%
COc1ccc(C)cc1NC(=O)Nc1cc(C(=O)NCc2ccc(C)cc2)ccc1N1CCCC1	2%	-2%	0%	8%	4%	-2%	-2%
CCOc1ccc(Nc2nc(C)c(NC(=O)c3cccc(OC)c3)c(Nc3ccc(OCC)cc3)n2)cc1	-6%	1%	-2%	14%	9%	u	15%
Cc1ccc(NC(=O)C(c2ccccc2)N2Cc3ccccc3C2=O)cc1Cl (stereo unspecified)	-1%	1%	2%	-4%	-9%	x	-4%
CCc1ccccc1NC(=O)C(=O)NCCc1sc(-c2cccc(F)c2)nc1C	2%	1%	3%	13%	-7%	-2%	-6%
COc1ccc(NC(=O)c2cc(S(=O)(=O)N3CCCCCC3)cn2C)cc1Cl	3%	2%	-1%	7%	-18%	-6%	13%
Cc1ccc(CNC(=O)Cn2c(=O)ccc3cc(S(=O)(=O)N4CCC(C)CC4)ccc32)cc1	0%	-1%	1%	-1%	6%	-8%	20%
COc1cc2c(=O)c(C(=O)c3ccc(C)c(C)c3)cn(Cc3ccc(F)cc3)c2cc1OC	0%	10%	-2%	-4%	0%	-13%	-3%
COc1ccc(CCNC(=O)CSc2cn(CCNC(=O)c3ccc(OC)c(OC)c3)c3ccccc23)cc1OC	-10%	5%	0%	-3%	x	-16%	x
Cc1c(Cl)cccc1NC(=O)Cn1nnc2sc3c(c2c1=O)CCCC3	0%	2%	0%	5%	12%	8%	-7%
CCS(=O)(=O)c1ncc(Cl)c(C(=O)N2CCN(c3ccc(OC)cc3)CC2)n1	1%	-2%	0%	-3%	u	-19%	u
Cc1ccc(OCC(=O)N(c2ccc(C)cc2)S(=O)(=O)c2ccc(Cl)cc2)cc1	6%	-1%	1%	4%	22%	-26%	50%[activator]
O=C(Cn1ccn(-c2ccc(F)cc2)c(=O)c1=O)Nc1ccccc1C(F)(F)F	-4%	-2%	1%	7%	-5%	3%	-5%
COc1ccc(CCNC(=O)C2CCN(Cc3nc(-c4ccc(OC)c(OC)c4)oc3C)CC2)cc1OC	-9%	10%	0%	u	-23%	0%	-3%
CC(C)c1ccc(S(=O)(=O)N2CCC(N3CCN(Cc4ccccc4)C(=O)C3=O)CC2)cc1	2%	4%	-1%	x	-32%	x	-4%
COc1cccc(NS(=O)(=O)c2ccc(-c3cc(C)no3)s2)c1	4%	4%	-1%	u	3%	-23%	9%
COc1ccc(OC)c(-n2cnc3cc(C(=O)NC4CCCC4)ccc32)c1	2%	-2%	-2%	4%	22%	13%	8%
CCOC(=O)c1ccccc1NC(=O)CN(c1cccc(C)c1C)S(=O)(=O)c1ccccc1	5%	5%	-2%	-11%	19%	-14%	-2%
O=C1CS(=O)(=O)C2(C(=O)Nc3ccccc32)N1c1cccc(Cl)c1 (stereo unspecified)	-2%	1%	0%	u	-18%	-7%	0%
COc1cccc(NC(=O)c2c(N3CCCC3=O)c3cc(C)ccc3n2C)c1	1%	3%	1%	-4%	8%	-14%	-10%
O=C(CCC1N=C2c3ccccc3N=C(SCc3cccc(Cl)c3)N2C1=O)NCc1cccs1 (stereo unspecified)	-4%	-5%	-2%	10%	-6%	-9%	24%
O=C(COc1ccc(Cl)cc1)OCc1cc(=O)n2nc(C3CC3)sc2n1	3%	0%	0%	u	-12%	-5%	3%
Cc1ccc2nc(NCCc3ccc(Cl)cc3)c3nncn3c2c1	1%	2%	-2%	1%	u	5%	-8%
O=S(=O)(c1ccc(Cl)cc1)c1nnn2c1nc(N1CCCCC1)c1sccc12	-8%	-1%	3%	-10%	7%	-4%	0%
CC(C)C1N=C2c3ccccc3N=C(SCC(=O)NCc3ccc(F)cc3)N2C1=O (stereo unspecified)	-6%	-3%	0%	7%	-1%	4%	-7%
Cc1ccc(C)c(CSc2cn(CCNC(=O)c3cccs3)c3ccccc23)c1	-1%	8%	0%	-17%	x	-22%	x
CCN(CC)S(=O)(=O)c1ccc2nc(NC(=O)c3ccc(Br)o3)sc2c1	2%	1%	-1%	11%	-11%	-18%	-9%
O=C(Cc1csc2nc(-c3ccc(F)cc3)cn12)NCc1ccccc1	1%	2%	0%	u	-10%	-7%	2%
O=C(CCS(=O)(=O)c1cc2c(cc1Cl)NC(=O)CO2)NCc1ccc(Cl)cc1	4%	-3%	-1%	3%	23%	0%	1%
Cc1ccc(SCCNC(=O)CN(c2ccccc2)S(=O)(=O)N(C)C)cc1	-8%	4%	0%	2%	-10%	0%	-4%
COc1cc(NC(=O)CCN2CCN(CCO)CC2)cc(OC)c1	4%	0%	-2%	15%	14%	3%	6%
O=C(NCCCc1nc2ccccc2n1Cc1ccc(F)cc1)C1CCCCC1	-2%	-13%	-3%	-3%	-12%	-23%	7%
Cc1cccc(C(=O)N2CCc3cc(CNS(=O)(=O)c4ccc(Cl)s4)ccc32)c1	-1%	-1%	1%	15%	16%	5%	3%
Cc1ccccc1C(=O)Nc1cccc(-c2cn3cccnc3n2)c1	2%	-2%	0%	-4%	56%[activator]	-20%	0%
CCCCOC(=O)c1ccc(NC(=O)/C(C#N)=C/c2ccc(-c3ccccc3)o2)cc1	u	-4%	0%	-1%	-5%	6%	-10%
O=C(Cn1c(=O)ccc2cc(S(=O)(=O)N3CCCC3)ccc21)Nc1ccc(Cl)cc1	-3%	2%	0%	-4%	-3%	5%	3%
COc1cccc2sc(N(Cc3cccnc3)C(=O)COc3ccccc3)nc12	-7%	-2%	-4%	10%	12%	0%	1%
Cc1ccccc1-c1noc(-c2ccc(NC3CCCC3)c([N+](=O)[O-])c2)n1	-1%	0%	-1%	3%	0%	-20%	-2%
